# Screens from PubChem BioAssay.
# EPAC2 ag = agonists of human EPAC2 (RAPGEF4); Q8WZA2; EPAC2 activation, biochemical qHTS; response scale: 100% = 6.5 mM cAMP response; 360,000 tested, 0.079% active; Potency, µM (highest dose often 154 µM), inactives show at the top dose activation, most hits filed as activators; also: potency is read from the fitted curve at half-maximal effect; nearly all actives have a fitted effect of over 50% in size
#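 Each well held 100 nM EPAC2, 250 nM RAP1B-BODIPY-GDP and 50 uM GDP. Fluorescence, read at 5-min intervals to 30 min, was referenced to a 6.5 mM cAMP positive control.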
# Akt phos inh = inhibitors of Akt phosphorylation; Neuro2A IGF-stimulated pAkt S473 HTRF, 20 min; hits give low values; activity change, % for hits at 50 µM; 360,000 tested, 0.32% active; in the data active = activity change below about -80%; inconclusive = mostly about -51% to -80%; also: % is scaled to controls: 0 for no effect and ±100 for the full control effect
#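 Neuro2A cells (4,500/well, DMEM with 0.5% FBS) were treated with compound at a single 50 µM final concentration, stimulated with 6 nM IGF for 20 min at 37 °C, and lysed. Phospho-Akt Ser473 was read by HTRF as 665/615 ratio ×10^4.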
# PTHR1 ag = PTHR1 (human) receptor agonism | AID 743266 | Q03431 | HEK293 GP2 PTHR1 cells, GloSensor cAMP luminescence, 1 h | 410,000 tested, 0.075% active | Potency, µM (highest dose often 115 µM), without a hit: at the highest dose activation, hits mostly activators; also: potency is read from the fitted curve at half-maximal effect; nearly all actives have a fitted effect of over 55% in size; some results filed as inactive show a strong effect at the top dose; inactives centre near -15; many of its hits are not listed in these tables
# Target sequence (Q03431 whole entry, looked up): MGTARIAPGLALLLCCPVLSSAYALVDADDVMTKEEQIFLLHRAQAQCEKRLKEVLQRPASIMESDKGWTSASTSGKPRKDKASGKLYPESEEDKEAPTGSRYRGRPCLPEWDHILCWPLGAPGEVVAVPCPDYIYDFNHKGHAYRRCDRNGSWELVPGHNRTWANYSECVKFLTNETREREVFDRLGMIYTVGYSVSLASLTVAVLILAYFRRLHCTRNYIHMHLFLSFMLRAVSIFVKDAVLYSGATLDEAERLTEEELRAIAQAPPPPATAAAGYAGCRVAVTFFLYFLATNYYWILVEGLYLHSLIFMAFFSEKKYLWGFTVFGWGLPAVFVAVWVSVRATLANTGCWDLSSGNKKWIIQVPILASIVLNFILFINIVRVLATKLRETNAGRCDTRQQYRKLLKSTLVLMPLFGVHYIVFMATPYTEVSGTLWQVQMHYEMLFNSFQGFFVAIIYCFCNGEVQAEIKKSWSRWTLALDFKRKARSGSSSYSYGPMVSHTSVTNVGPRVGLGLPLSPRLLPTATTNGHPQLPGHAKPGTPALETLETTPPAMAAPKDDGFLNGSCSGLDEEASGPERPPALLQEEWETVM
#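 HEK-293-derived GP2 cells expressing PTHR1 and a GloSensor cAMP reporter, 3,000/well, plated overnight, given luciferin plus IBMX (each 0.5 mM as added) for 1 h at 37 °C, then compound for 1 h at 37 °C. Luminescence was read after 15 min at room temperature.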
# EPAC2 antagonist = blocks human EPAC2 exchange factor | Q8WZA2 | EPAC2 GEF exchange of Rap1B-BODIPY-GDP, fluorescence | Potency, µM (series often up to 114 µM), inactives show at the top dose activity, negative = inhibition, most hits filed as inhibitors | 360,000 tested, 0.18% active | AID 720708; also: potency is read from the fitted curve at half-maximal effect; % is scaled to controls: 0 for no effect and ±100 for the full control effect; nearly all actives have a fitted effect of over 45% in size; many of its hits are not listed in these tables
# D3 ag = activates the human D3 dopamine receptor. P35462. max activation, %. 410,000 tested, 0.58% active. D3R DiscoveRx beta-arrestin cells, luminescence, 90 min; in the data active = max activation above about 30%; also: 0% is about no effect; mostly tested at two doses, the higher about 12 µM
# Target sequence (P35462 whole entry, looked up): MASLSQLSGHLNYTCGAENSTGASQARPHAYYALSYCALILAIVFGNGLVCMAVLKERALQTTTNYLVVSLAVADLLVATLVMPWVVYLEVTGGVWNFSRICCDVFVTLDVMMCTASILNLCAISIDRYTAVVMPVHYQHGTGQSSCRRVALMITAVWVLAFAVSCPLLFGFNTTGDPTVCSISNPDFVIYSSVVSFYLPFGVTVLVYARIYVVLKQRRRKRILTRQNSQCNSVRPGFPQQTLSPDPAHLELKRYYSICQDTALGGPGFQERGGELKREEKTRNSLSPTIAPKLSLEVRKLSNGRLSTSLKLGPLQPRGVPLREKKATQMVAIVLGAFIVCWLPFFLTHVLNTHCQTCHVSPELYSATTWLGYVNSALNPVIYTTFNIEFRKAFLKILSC
#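 Cells at 1500/well, incubated overnight, then treated with pinned compounds (dopamine as control) for 90 min at 37 degrees C. DiscoveRx reagent added for 30 - 60 minutes at room temperature; luminescence read.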
# CCT chaperon mod = modulators of cytosolic chaperonin (CCT/TRiC) activity; purified chaperonin ATPase assay, HTRF ADP detection, 30 min; activity change, % (test concentration not listed), hits read low; 360,000 tested, 0.3% active; in the data active = activity change below about -30%; also: % is scaled to controls: 0 for no effect and ±100 for the full control effect
#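 First, chaperonin was dispensed at 40 nM or 20 nM final depending on batch activity. Next, compounds were pinned at 76 uM and ATP added at 10 uM. After 30 min at 37 °C, ADP detection reagents ran 30 min at ambient temperature.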
# D3 antag = D3 dopamine receptor (human) antagonism; D3R cells, DiscoveRx beta-arrestin luminescence, antagonist mode; hits give low values; max response, negative = inhibition, %; 360,000 tested, 2.5% active; AID 652054; in the data active = max response below about -50%; inconclusive = no clear call, values can overlap the other calls; also: % is scaled to controls: 0 for no effect and ±100 for the full control effect; mostly tested at two doses, the higher about 12 µM
#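 Cells plated overnight at 1500 cells/well, then exposed to library compounds with dopamine controls for 90 minutes at 37 degrees C. DiscoveRx reagent added for 30–60 minutes at room temperature; luminescence read, quantitative HTS format.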
# Mm-Cpn inhibitor = inhibitors of Methanococcus maripaludis chaperonin (MmCpn); purified Mm-Cpn ATPase, ADP Transcreener TR-FRET; Potency, µM (titrated, usually from 76.9 µM), without a hit: at the top dose activity, negative = inhibition, actives largely listed as inhibitors; 330,000 tested, 0.031% active; AID 504842; also: potency is read from the fitted curve at half-maximal effect; % is scaled to controls: 0 for no effect and ±100 for the full control effect; nearly all actives have a fitted effect of over 80% in size
#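 ATP (10 uM final) was added to archaeal chaperonin (25 nM final) after 10 min exposure to test compound at 37°C; after 30 min further incubation, ADP was detected by competitive TR-FRET.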
# Active calls of the source: *; i = inactive; ? = inconclusive; · = not tested or not shown; & = joins results of further samples; [ ] = another dose, or the depositor's remark. Unless noted, calls follow the shape of the dose curve; as a rule, active = well fitted curve in the direction sought with a large enough effect; inconclusive = small, poorly fitted or top-dose-only effect, or another doubt; inactive = no such curve, though single readings can be large; an effect the other way counts as inactive or inconclusive. A portion of the library (hit frequency here may not be typical).
nr	canonical_smiles	EPAC2 ag	Akt phos inh	PTHR1 ag	EPAC2 antagonist
1	O=C(CN1CCCC1)Nc1ccc(OCc2ccccc2)cc1	1%	i	-21%	3%
2	CC(C)(C)n1nnnc1C(c1ccccc1F)N1CCN(C(=O)c2ccco2)CC1 (configuration not stated)	7%	i	i	-2%
3	COc1ccc(-n2nc(C(=O)N3CCN(c4ccc(F)cc4)CC3)c3ccccc3c2=O)c(OC)c1	-4%	i	-15%	-3%
4	CC1CCCCN1CCCNC(=O)c1ccc(N2CCCC2=O)cc1 (configuration not stated)	-3%	i	-17%	-8%
5	CCOc1cc(/C=N/n2cnnc2)ccc1OS(=O)(=O)c1ccccc1	5%	i	i	2%
6	CCN(Cc1nc(-c2ccccc2)no1)C(=O)c1ccco1	15%	i	-9%	2%
7	O=C1c2ccccc2NC2(CCCC2)N1N=C1CCCC1	6%	i	-23%	-13%
8	Cc1ccc(NC(=O)CSc2ccccc2NC(=O)c2ccccc2)cc1Cl	-2%	i	-3%	6%
9	NC1=NC[C@@H](Cc2ccc(O)cc2)N1CCc1cccc(F)c1	0%	i	-1%	6%
10	CCOC(=O)C(C)(C)Sc1nc2c(cnn2-c2ccc(C)cc2)c(=O)[nH]1	0%	i	-30%	1%
11	COc1ccc(-n2nc3c(N4CCC(C(=O)NCc5ccccc5C)CC4)nnc(C)c3c2C)cc1	2%	i	i	14%
12	Cc1ccc(NC(=O)C2=C(O)c3ccccc3N(C)S2(=O)=O)cc1	0%	i	-8%[57.5 µM]	-10%
13	Cc1ccccc1NC1=C/C(=N\S(=O)(=O)c2ccc(C(=O)O)cc2)c2ccccc2C1=O	17%	i	-31%[inhibitor]	50µM*
14	COc1cccc(CNC(=O)C2CCN(S(=O)(=O)c3ccc4c(c3)CC(C)N4C(=O)C3CC3)CC2)c1 (configuration not stated)	2%	i	-51%[inhibitor]	3%
15	CC1CCCCC1NC(=O)COC(=O)CNC(=O)c1cccc(F)c1 (configuration not stated)	-1%	i	i	-2%

nr	D3 ag	CCT chaperon mod	D3 antag	Mm-Cpn inhibitor
1	1	1.0	-3	6%
2	1	-2.1	-1	1%
3	5	2.3	9	0%
4	-6	0.5	4	0%
5	1	-1.8	10	0%
6	13	-0.6	7	2%
7	2	0.4	2	-5%
8	4	0.8	16	0%
9	-19	0.9	-13	0%
10	-4	-0.7	16	2%
11	-14&-21	-4.6	-24	1%&1%
12	-4	-2.1	-1	1%
13	-20	-1.6	-97*	-9%
14	-2	0.4	7	1%
15	3	0.1	6	2%

# Further results
nr	canonical_smiles	EPAC2 ag	Akt phos inh	PTHR1 ag	EPAC2 antagonist
16	O=C(O)CC1(CC(=O)Nc2ccccc2Br)CCCC1	14%	i	0%	6%
17	O=C(NCc1ccccc1)N1CCN(c2ccccc2F)CC1	7%	i	i	5%
18	Cc1cccc(N2C(=O)CC(N3CCOCC3)C2=O)c1 (configuration not stated)	-8%	i	-45%[inhibitor][57.5 µM]	-1%
19	O=C(COC(=O)CCOc1ccccc1)NCc1ccco1	1%	i	i	4%
20	C[C@@H]1CCCCO[C@H](CN(C)Cc2ccc(C(F)(F)F)cc2)[C@@H](C)CN([C@H](C)CO)C(=O)c2cc(NS(=O)(=O)c3cn(C)cn3)ccc2O1	6%	i	-15%	8%
21	Cn1c(C(=O)NCCCN2CCN(c3ccccc3F)CC2)cc2c(=O)n(C)c3ccccc3c21	10%	i	-5%	8%
22	COc1cc(OC)cc(C(=O)NNC(=O)NC2CCCCC2)c1	5%	i	-2%[57.5 µM]	0%
23	COc1ccc(NC(=O)CSc2nc(=O)n(CCN3CCOCC3)c3c2CCC3)cc1	-3%	i	i	-1%
24	CCOC(=O)c1c(NC(C)=O)sc2c1CCC(C=O)=C2Sc1ccccc1	-2%	i	-18%[57.5 µM]	-5%
25	CN1CCc2c(sc3c2C(=O)NC(c2ccc(-c4ccc(Cl)cc4)o2)N3)C1 (configuration not stated)	2%	i	-9%	3%
26	CC1(C(=O)OCC(=O)Nc2ccc3ccccc3c2)CC1(Cl)Cl (configuration not stated)	21%	i	-32%[inhibitor]	-18%
27	NS(=O)(=O)c1ccc(NCc2cnc3ccccc3c2)cc1	-8%	i	-14%	2%
28	CC(C)N(Cc1nc(-c2ccc(Cl)cc2)no1)C(=O)CN(C)S(=O)(=O)c1ccc(Cl)cc1	-6%	i	10%[57.5 µM]	-2%
29	CC(C)CCC(C)NC(=O)c1ccc2nccnc2c1 (configuration not stated)	-12%	i	-2%	1%
30	CC(C)CNS(=O)(=O)c1ccccc1C(=O)N1CCCCC1	-1%	i	0%[57.5 µM]	7%

nr	D3 ag	CCT chaperon mod	D3 antag	Mm-Cpn inhibitor
16	4	-0.5	7	·
17	-9	-2.2	-23	-1%
18	2	-5.8	7	0%
19	0	0.2	14	0%
20	2	0.7	-24	·
21	-1	0.9	-73*	-3%
22	-8	1.4	-10	1%
23	-1	-2.3	1	-1%
24	-29	-1.9	-58*	1%
25	-25	-1.7	-81*	1%
26	-9	-7.0	-19	1%
27	10	-0.5	16	·
28	12	-1.1	52	-1%
29	5	-2.5	-3	0%
30	3	-2.0	-14	1%

# The last five entries of the part above lead into the next.
nr	canonical_smiles	EPAC2 ag	Akt phos inh	PTHR1 ag	EPAC2 antagonist
26	CC1(C(=O)OCC(=O)Nc2ccc3ccccc3c2)CC1(Cl)Cl (configuration not stated)	21%	i	-32%[inhibitor]	-18%
27	NS(=O)(=O)c1ccc(NCc2cnc3ccccc3c2)cc1	-8%	i	-14%	2%
28	CC(C)N(Cc1nc(-c2ccc(Cl)cc2)no1)C(=O)CN(C)S(=O)(=O)c1ccc(Cl)cc1	-6%	i	10%[57.5 µM]	-2%
29	CC(C)CCC(C)NC(=O)c1ccc2nccnc2c1 (configuration not stated)	-12%	i	-2%	1%
30	CC(C)CNS(=O)(=O)c1ccccc1C(=O)N1CCCCC1	-1%	i	0%[57.5 µM]	7%
31	COc1ccc(-c2ccc(C(=O)NCc3ccc(C(F)(F)F)cc3)c3occc23)c(C)c1	12%	i	-46%[inhibitor]	11%
32	Cc1nn(-c2ccccc2)c(C)c1C(=O)OCC(=O)Nc1ccc(C(N)=O)cc1	0%	i	i	-11%
33	O=C(CSc1ncnc2c1oc1ccccc12)N1CCCc2ccccc21	7%	·	i	0%
34	CCc1ccc(CN2C(=O)CCC2(C)C(=O)NC2CCCC2)cc1 (configuration not stated)	-3%	i	i	-2%
35	COc1cc(OC)cc(C(=O)NNC(=O)c2cc3c(s2)CCCC3)c1	-3%	i	i	8%
36	COC(=O)C(NS(=O)(=O)c1ccc(NC(C)=O)cc1)C(C)C (configuration not stated)	-8%	i	i	-3%
37	O=C(CCCN1C(=O)/C(=C\c2ccccc2)SC1=S)N1CCOCC1	8%	i	-13%	-15%
38	O=C(Nc1cccc(S(=O)(=O)Nc2ccccc2F)c1)c1ccco1	7%	i	i	-4%
39	CC(=O)OC(C)(CCC(C)(OC(C)=O)C(C)=O)C(C)=O (configuration not stated)	4%	i	-21%	8%
40	Clc1ccccc1-c1ccc2ncnc(NCc3cccnc3)c2c1	6%	·	i	-17%
41	COc1cc(NC(=O)c2cc(-c3ccc(F)cc3OC(C)C)n[nH]2)cc(OC)c1OC	19%	i	-8%	-11%
42	CCCCNC(=S)N/N=C1\C(=O)c2cccc3cccc1c23	0%	i	1%[57.5 µM]	8%[57.1 µM]
43	CC(=O)NCCc1nc2cc(NC(=O)c3ccccc3)ccc2n1C	-5%	i	i	7%
44	Cc1cccc(C)c1NC(=O)N1CCN(c2nc3ccccc3s2)CC1	3%	i	29%	-4%
45	O=C1C2CCc3ccccc3C2N1c1ccccc1 (configuration not stated)	6%	i	i	-22%

nr	D3 ag	CCT chaperon mod	D3 antag	Mm-Cpn inhibitor
26	-9	-7.0	-19	1%
27	10	-0.5	16	·
28	12	-1.1	52	-1%
29	5	-2.5	-3	0%
30	3	-2.0	-14	1%
31	-2	-0.1	-5	·
32	7	-0.1	3	·
33	-4	-1.8	-9	0%
34	-3	-1.9	-9	0%
35	2	0.3	12	3%
36	-34	-7.2	-74*	-1%
37	-8	-3.2	-15	3%
38	-2	-1.6	-7	1%
39	2	-6.7	-6	2%
40	·	·	·	0%&0%
41	4	-1.9	7	·
42	-5	0.1	22	0%
43	-2	1.5	5	0%
44	1	-0.3	11	3%
45	1	-1.4	-19	-2%

# Carrying on.
nr	canonical_smiles	EPAC2 ag	Akt phos inh	PTHR1 ag	EPAC2 antagonist
46	O=C(NC(=S)NCCC1=CCCCC1)c1cccnc1	14%	i	-15%	-2%
47	COc1ccc(Nc2nc(C)cc(C)c2C(N)=O)c(OC)c1	8%	i	0%[57.5 µM]	1%
48	NC(=O)c1cc(NC(=O)CCNS(=O)(=O)c2cccc(C(F)(F)F)c2)cc(C(N)=O)c1	0%	i	i	7%
49	CCN(CC(=O)NCc1cccs1)C(=O)c1cccc(S(=O)(=O)N2CC(C)OC(C)C2)c1 (configuration not stated)	9%	i	?	6%
50	C/C(CC(=O)NC(C)(C)C)=N\NC(N)=S	-1%	i	i	10%
51	CN1CCCC(OC(=O)c2ccc3c(c2)OCCO3)C1 (configuration not stated)	3%	i	-9%	7%
52	Cc1ccc(C(=O)NCCCNC(=O)COc2ccc(C)c(C)c2)cn1	1%	i	-19%	3%
53	COc1ccc(C(CNC(=O)c2oc3ccc(Cl)cc3c2C)N2CCCCC2)cc1 (configuration not stated)	25%	·	-53%&-18%[inhibitor]	-11%
54	N#C/C(=C\c1ccc(Cl)c([N+](=O)[O-])c1)c1ccccn1	4%	i	-88%[inhibitor]	-4%
55	O=C(CSc1nnc(CNC(=O)c2cccs2)o1)Nc1ccc2c(c1)OCO2	4%	i	26%	-24%

nr	D3 ag	CCT chaperon mod	D3 antag	Mm-Cpn inhibitor
46	-2	0.0	7	0%
47	-1	-0.1	7	-2%
48	28	0.2	5	-2%
49	-2	-0.5	-18	0%
50	4	0.7	-8	2%
51	-13	-1.8	-7	-2%
52	-10	-0.4	-6	-2%
53	-18&-25	-2.5	-103*	3%
54	-12	3.0	-55*	-1%
55	0	2.9	-2	1%
